# Screening data as filed in PubChem BioAssay.
# VEEV TC-83 Vero: inhibitors of VEEV TC-83 cytopathic effect, confirmation, Vero cells (AID 588727); Vero cells, VEEV TC-83 cytopathic effect inhibition; higher % means a stronger effect; one-dose inhibition, % at 20 µM; IC50 in µM for titrated hits; hit rate 0.13% among 350,000; in the data active = a potency from the dose series; inconclusive = inhibition mostly from about 14% at the one dose, without a potency; inactive = the rest, 99 in 100 with inhibition below about 12%; note: strong numbers were not always called active
# H37Rv inhibition: M. tuberculosis growth inhibition, HTS (AID 449762). one-dose inhibition, % at 25 µM; IC50 in µM for titrated hits. M. tuberculosis H37Rv growth inhibition, 7H9 media; higher % means a stronger effect. hit rate 0.59% among 330,000; in the data active = a potency from the dose series; inconclusive = inhibition above about 70% without an active follow-up result;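 note: bacterial growth assessed after seven days of incubation; strong numbers were not always called active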
# M. tuberculosis: growth inhibition of non-replicating M. tuberculosis (AID 488890) | Mycobacterium tuberculosis non-replicating, growth inhibition; higher % means a stronger effect | one-dose inhibition, % at 25 µM; IC50 in µM for titrated hits | hit rate 0.39% among 320,000; in the data active = a potency from the dose series; inconclusive = inhibition mostly from about 82% at the one dose, without a potency; inactive = the rest, 99 in 100 with inhibition below about 76%;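 note: plate controls were DMSO cells for no effect and high antibiotic wells for full effect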
# H1N1 NS1A inhibition: NS1A inhibition, H1N1 influenza, cell based functional assay (AID 504329) | NS1A functional cell-based assay, percent inhibition; higher % means a stronger effect | inhibition, % at 12.5 µM, or IC50 in µM where a hit was titrated | hit rate 0.3% among 340,000; in the data active = a potency from the dose series; inconclusive = inhibition above about 27% without an active follow-up result; note: strong numbers were not always called active
# PhoP GFP inhibition: PhoP regulon inhibitors, Salmonella typhi PhoP promoter GFP reporter, confirmatory (AID 1850); Salmonella Typhi PhoP-promoter GFP reporter, fluorescence, 4 h; higher % means a stronger effect; inhibition, % at 50 µM; hits with a dose series show IC50 in µM; hit rate 0.33% among 310,000; in the data active = a potency from the dose series; inconclusive = inhibition mostly from about 25% at the one dose, without a potency; inactive = the rest, 99 in 100 with inhibition below about 19%;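 note: 0% = induced wells with vehicle and 100% = uninduced wells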
# VEEV TC-83 Vero 10K pilot screen: also measured in VEEV TC-83 Vero; calls as there; inhibition, %; measured here: 10K pilot screen inhibition
# An asterisk follows results filed as active; i = inactive; u = inconclusive; x = not tested or not shown. Outcome played no part in choosing rows; about 1.5% have a hit in one of these screens.
SMILES,VEEV TC-83 Vero,H37Rv inhibition,M. tuberculosis,H1N1 NS1A inhibition,PhoP GFP inhibition,others
COC1CCCN(C(=O)c2ccc3nc(Cc4cccc(Cl)c4)oc3c2)C1 (stereo unspecified),i,-5.1%,0.8%,-18.4%,-4.6%,
CN(c1ccc(OCC(=O)NC2CCCC2)cc1)S(=O)(=O)c1cccs1,0.2%,1.3%,0.2%,1.9%,-5.7%,
Cc1ccc(S(C)(=O)=O)cc1C(=O)NC(C)C1CC2CCC1C2 (stereo unspecified),1.1%,8.9%,-8.5%,-4.6%,1.4%,
COc1nc(NCCN2CCOCC2)nc(Nc2ccccc2)n1,6.0%,3.7%,5.7%,-2.8%,4.1%,
COc1ccc(-c2csc(NC(CO)c3nc4ccccc4n3Cc3ccc(C)cc3)n2)cc1 (stereo unspecified),0.9%,25.6%,57.5%,6.7%,-14.4%,
O=C(CNC(=O)c1ccccc1F)OCc1csc(-c2ccccc2)n1,0.3%,2.6%,i,-1.7%,4.8%,VEEV TC-83 Vero 10K pilot screen=0.8
Cc1cc(C)c2sc(C)[n+](CCCS(=O)(=O)[O-])c2c1,2.4%,0.4%,2.3%,6.7%,0.9%,
O=C1NC(=S)CN1c1ccccc1,2.1%,1.1%,47.8%,-13.5%,-20.6%,
O=C(COC(=O)COc1ccccc1[N+](=O)[O-])Nc1cccc(Br)c1,i,1.0%,7.7%,-3.0%,6.0%,
Cc1nc(C)c(C(=O)C2=C(O)C(=O)N(CCCn3ccnc3)C2c2ccccc2)s1 (stereo unspecified),1.0%,x,x,-3.2%,x,
O=c1[nH]cc(S(=O)(=O)N2CCN(c3cccc(Cl)c3)CC2)c(=O)[nH]1,1.2%,4.2%,-15.9%,-1.6%,-2.1%,
CCOC(=O)C1=C(N)N2C(=O)C(C)SC2=C(C(=O)OCC)C1c1cc(OC)c(OC)c(OC)c1 (stereo unspecified),0.4%,5.9%,0.3%,3.5%,1.8%,
CCN(CC(O)Cn1c2ccccc2c2ccccc21)S(=O)(=O)c1ccc(C)cc1 (stereo unspecified),2.7%,1.7%,18.9%,10.4%,-3.0%,
Cc1ccc2oc(C(=O)Nc3nnc(CC(C)C)s3)c(C)c2c1,1.0%,-7.4%,-6.3%,-0.8%,-5.7%,
COC(=O)C(=O)/C=C(\O)c1ccc(C)cc1,i,-2.5%,14.8%,10.6%,6.5%,
Cc1c(C(=O)NCCNc2ncc(C(F)(F)F)cc2Cl)cccc1[N+](=O)[O-],0.5%,1.6%,-6.7%,-4.0%,6.7%,
COc1ccc(S(=O)(=O)n2cnc3ccccc32)c(C)c1,1.1%,1.2%,-2.9%,0.7%,-2.2%,
CN(C(=O)COC(=O)c1cncc(Br)c1)C1CCS(=O)(=O)C1 (stereo unspecified),0.8%,-4.5%,-4.0%,-4.4%,-7.3%,
Cc1c(Cl)cccc1NC(CC(=O)c1ccccc1)C(=O)OCC(=O)c1cccs1 (stereo unspecified),i,-5.5%,35.0%,-5.4%,-2.5%,
COc1cccc(OC)c1C(=O)Nn1c(-c2cccs2)nc2ccccc2c1=O,9.8%,7.3%,-23.3%,6.2%,0.4%,
CCn1c2ccccc2c2cc(NC(=O)C(C)Oc3ccc(OC)cc3)ccc21 (stereo unspecified),8.8%,14.0%,21.7%,-6.4%,-5.2%,VEEV TC-83 Vero 10K pilot screen=4.6
CC12CCC(C(=O)N(CC3CO3)C1=O)C2(C)C (stereo unspecified),1.2%,0.8%,6.3%,-0.7%,6.3%,
Cn1cnc(S(=O)(=O)NCc2ccc(Br)cc2)c1,3.1%,2.4%,-7.0%,8.2%,-7.4%,
O=C(Nc1ccccc1OC(F)(F)F)c1ccc([N+](=O)[O-])cc1,1.3%,64.0%,u,-13.7%,0.4%,
Nc1nonc1-c1noc(-c2ccccc2Br)n1,0.1%,0.3%,4.5%,-9.0%,10.6%,

# The final two compounds of the part before open the next one.
SMILES,VEEV TC-83 Vero,H37Rv inhibition,M. tuberculosis,H1N1 NS1A inhibition,PhoP GFP inhibition,others
O=C(Nc1ccccc1OC(F)(F)F)c1ccc([N+](=O)[O-])cc1,1.3%,64.0%,u,-13.7%,0.4%,
Nc1nonc1-c1noc(-c2ccccc2Br)n1,0.1%,0.3%,4.5%,-9.0%,10.6%,
COc1ccc2cc(C(=O)C3CCCN(C(=O)c4sc(C)nc4C)C3)ccc2c1 (stereo unspecified),1.9%,2.9%,20.6%,-6.0%,9.5%,
COc1cc(C(=O)N/N=C(\C)c2ccccn2)cc(OC)c1OC,10.4%,68.7%,36.9%,16.9µM*,-1.4%,
CC(C)CCN1C(=O)c2ccc(C(=O)Nc3ccccn3)cc2C1=O,0.2%,65.1%,u,-5.8%,-5.3%,
COC(=O)c1cnn(-c2ccc(F)cc2F)c1/C=N/NC(=S)NC(C)(C)C,4.5%,-1.0%,-4.9%,-1.6%,-0.6%,
COc1ccccc1NC(=O)CN(C)S(=O)(=O)c1cccc2cccnc12,4.9%,-3.3%,11.3%,1.2%,-3.2%,
Cc1cccc2sc(NC(=O)C3CCN(S(=O)(=O)c4cc([N+](=O)[O-])ccc4Cl)CC3)nc12,1.5%,u,16.0%,14.1%,-25.2%,
CC(C)C(=O)Nc1ccc2nn(-c3ccccc3)nc2c1,5.2%,3.0%,9.4%,-2.6%,18.8%,
COc1cccc(CCc2nnc(CCC(=O)NCCC3CCCCO3)o2)c1 (stereo unspecified),1.4%,2.6%,4.3%,-9.5%,2.6%,
Cc1ccc(N/C(N)=N/c2nc(CSc3ccccn3)cc(=O)[nH]2)c(C)c1,2.1%,-4.1%,4.7%,4.5%,-0.1%,
O=S(=O)(c1ccc(Cl)cc1)n1ccc(-c2cccc(OCc3c(F)cccc3Cl)c2)n1,4.8%,20.3%,11.6%,-3.0%,-3.2%,
CC(C)CC(NC(=O)c1ccccc1)C(=O)OCC(=O)Nc1ccc(Br)cn1 (stereo unspecified),i,-0.9%,33.8%,2.7%,-11.5%,
COc1cc(NC(=O)CSc2ncnc3scc(-c4ccccc4)c23)c(C(=O)O)cc1OC,3.9%,-8.6%,7.9%,8.8%,-4.0%,
O=C(NCC(c1ccco1)N1CCc2ccccc21)c1c(F)cccc1F (stereo unspecified),2.5%,6.2%,-4.8%,-11.4%,3.8%,
COc1ccc(S(=O)(=O)N2CCCCC2)cc1NC(=O)Cn1cnc2ccccc2c1=O,7.9%,-0.5%,16.5%,3.4%,x,
Cc1ccc(C(=O)n2nc(-c3ccco3)nc2N)cc1,0.3%,-2.2%,-8.2%,-5.5%,6.8%,VEEV TC-83 Vero 10K pilot screen=1.3
COc1ccc(CCNC(=O)C(=O)c2cn(CC(=O)N3CCOCC3)c3ccccc23)cc1OC,0.6%,12.3%,-19.0%,7.7%,10.8%,
CCOC(=O)CSc1nc(N)c(C(=O)Nc2ccc(N(C)C)cc2)s1,5.6%,1.05µM*,u,11.1%,-12.4%,

# By substructure: the compounds so far with four or more nitrogen atoms (13)
SMILES,VEEV TC-83 Vero,H37Rv inhibition,M. tuberculosis,H1N1 NS1A inhibition,PhoP GFP inhibition,others
COc1nc(NCCN2CCOCC2)nc(Nc2ccccc2)n1,6.0%,3.7%,5.7%,-2.8%,4.1%,
COc1ccc(-c2csc(NC(CO)c3nc4ccccc4n3Cc3ccc(C)cc3)n2)cc1 (stereo unspecified),0.9%,25.6%,57.5%,6.7%,-14.4%,
Cc1nc(C)c(C(=O)C2=C(O)C(=O)N(CCCn3ccnc3)C2c2ccccc2)s1 (stereo unspecified),1.0%,x,x,-3.2%,x,
O=c1[nH]cc(S(=O)(=O)N2CCN(c3cccc(Cl)c3)CC2)c(=O)[nH]1,1.2%,4.2%,-15.9%,-1.6%,-2.1%,
Cc1c(C(=O)NCCNc2ncc(C(F)(F)F)cc2Cl)cccc1[N+](=O)[O-],0.5%,1.6%,-6.7%,-4.0%,6.7%,
Nc1nonc1-c1noc(-c2ccccc2Br)n1,0.1%,0.3%,4.5%,-9.0%,10.6%,
COC(=O)c1cnn(-c2ccc(F)cc2F)c1/C=N/NC(=S)NC(C)(C)C,4.5%,-1.0%,-4.9%,-1.6%,-0.6%,
Cc1cccc2sc(NC(=O)C3CCN(S(=O)(=O)c4cc([N+](=O)[O-])ccc4Cl)CC3)nc12,1.5%,u,16.0%,14.1%,-25.2%,
CC(C)C(=O)Nc1ccc2nn(-c3ccccc3)nc2c1,5.2%,3.0%,9.4%,-2.6%,18.8%,
Cc1ccc(N/C(N)=N/c2nc(CSc3ccccn3)cc(=O)[nH]2)c(C)c1,2.1%,-4.1%,4.7%,4.5%,-0.1%,
COc1ccc(S(=O)(=O)N2CCCCC2)cc1NC(=O)Cn1cnc2ccccc2c1=O,7.9%,-0.5%,16.5%,3.4%,x,
Cc1ccc(C(=O)n2nc(-c3ccco3)nc2N)cc1,0.3%,-2.2%,-8.2%,-5.5%,6.8%,VEEV TC-83 Vero 10K pilot screen=1.3
CCOC(=O)CSc1nc(N)c(C(=O)Nc2ccc(N(C)C)cc2)s1,5.6%,1.05µM*,u,11.1%,-12.4%,
